# Compound activity from PubChem.
# TDP2 absorb: TDP2 (human) inhibition, absorbance primary screen | 370,000 compounds, 0.34% hits | inhibition, % at 12.8 µM | recombinant TDP2, T5PNP hydrolysis, p-nitrophenol absorbance 415 nm;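 active means inhibition above the mean of all tested compounds plus 3 SD, set per campaign, cut at about 25% in these data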;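 further: 0% = DMSO with enzyme and 100% = buffer with substrate but no TDP2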
#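 System: recombinant human TDP2 / Amount: 120 nM TDP2 per well / Also added: 5 mM T5PNP chromogenic substrate / Doses: 12.8 µM single point, 1% DMSO / Incubation: 2 h at 37 °C / Detection: p-Nitrophenol epi absorbance / Evaluation: % inhibition relative to enzyme-containing and enzyme-free wells / Repeats: singlicate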
# PG9 binder: binds the HIV-1 gp120 antibody PG9; TR-FRET gp120-PG9 antibody binding; inhibition, % at 6.7 µM; 360,000 compounds, 0.43% hits; in the data active means inhibition above about 8.5%
# LEDGF integ inh: blocks HIV-1 LEDGF/p75-dependent DNA integration; TR-FRET IN-LEDGF/p75 DNA integration, Eu/Cy5; AID 743269; 370,000 compounds, 0.64% hits; inhibition, % at 3.7 µM;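 active means inhibition above the screen-wide mean plus 3 SD, cut at about 13% in these data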;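 further: signal is the Cy5 over europium emission ratio at 671 and 618 nm; 0% = plate median of compound wells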
# ABHD4 inh: ABHD4 (mouse) inhibition, primary FP screen; Q8VD66; purified mABHD4, FP-Rh probe fluorescence polarization; inhibition, % at 8.92 µM; 370,000 compounds, 0.54% hits; AID 720543;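 active means inhibition exceeding the mean over every tested compound plus 3 SD, cut at about 30% in these data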;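 further: 0% = plate median of compound wells and 100% = S159A mutant with DMSO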
#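 system = mouse ABHD4 enzyme, wild type | medium = HEPES pH 7.0, NaCl, Pluronic buffer | also added = FP-Rh probe | incubation = Enzyme–compound pre-incubation 45 min, then probe 60 min, both 25 °C | technique = fluorescence polarization, excitation 525 nm, emission 598 nm, BODIPY TMR filters | controls = S159A mutant high control, sample median low control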
# PRMT1 inh: inhibitors of human PRMT1; recombinant PRMT1, activity-based probe fluorescence polarization; 370,000 compounds, 1.3% hits; inhibition, % at 2.79 µM; Q99873;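 active means inhibition above about 21% made by adding two undisclosed values, limit read from the data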
# TCR CD3 inh: human TCR-CD3 binding inhibition; TAMRA-labeled TCR probe fluorescence, biochemical; inhibition, % at 9.4 µM; 360,000 compounds, 0.37% hits; in the data active means inhibition above about 19%;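 further: recombinant mutant TCR 2C K166C tagged with TAMRA read by polarization; 0% = receptor in buffer alone and 100% = receptor with positive control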
# HTRA1 inh: blocks human HTRA1 serine peptidase; 340,000 compounds, 0.5% hits; recombinant HTRA1, FP-rhodamine activity-based probe, fluorescence polarization; Q92743; inhibition, % at 5.96 µM; in the data active means inhibition above about 36%;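 further: 0% = enzyme with DMSO and 100% = wells lacking enzyme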
# Tn7 DDE FP: disrupts Tn7 cyclic peptide binding to fibrin D-Dimer-E complex | FP displacement of FITC-Tn7 peptide from fibrin DD(E); 0% = median of compound wells per plate | inhibition, % at 8.3 µM | 370,000 compounds, 0.13% hits | AID 720508;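 active means inhibition above the mean of compounds falling within the control limits plus 3 SD of them, cut at about 14% in these data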;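 further: 0% = plate median of compound wells and 100% = 10 µM Aha-Tn7 peptide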
#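 Measure: % inhibition scaled between sample-field median and high-control FP; Test system: human fibrin DD(E); Quantity: 2 µM final DD(E) protein; Doses: one dose, 8.3 µM nominal; Schedule: compound with protein 10 min, then 3 h after probe, room temperature; Detection: fluorescence polarization; Medium: Tris buffer with calcium and detergent, pH 7.8.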
# SIAE inh: blocks human sialic acid acetylesterase | Q9HAT2 | AID 1053197 | SIAE FP-Rh probe binding, fluorescence polarization | 370,000 compounds, 0.69% hits | inhibition, % at 9.66 µM;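 active means inhibition above a cutoff: mean of compounds within the control limits plus 3 SD of those, cut at about 17% in these data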;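 further: 0% = plate median of compound wells and 100% = probe without SIAE protein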
# UHRF1 binding: human UHRF1 methylated DNA binding inhibitors | UHRF1 binding to methylated oligo, TR-FRET | inhibition, % at 4.4 µM | 370,000 compounds, 0.75% hits; in the data active means inhibition above about 21%;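 further: UHRF1 SRA domain binding a hemimethylated CpG hairpin DNA probe; 0% = median of test compound wells and 100% = reference inhibitor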
# Target sequence (Q96T88 whole entry, looked up, the tested form may be a part): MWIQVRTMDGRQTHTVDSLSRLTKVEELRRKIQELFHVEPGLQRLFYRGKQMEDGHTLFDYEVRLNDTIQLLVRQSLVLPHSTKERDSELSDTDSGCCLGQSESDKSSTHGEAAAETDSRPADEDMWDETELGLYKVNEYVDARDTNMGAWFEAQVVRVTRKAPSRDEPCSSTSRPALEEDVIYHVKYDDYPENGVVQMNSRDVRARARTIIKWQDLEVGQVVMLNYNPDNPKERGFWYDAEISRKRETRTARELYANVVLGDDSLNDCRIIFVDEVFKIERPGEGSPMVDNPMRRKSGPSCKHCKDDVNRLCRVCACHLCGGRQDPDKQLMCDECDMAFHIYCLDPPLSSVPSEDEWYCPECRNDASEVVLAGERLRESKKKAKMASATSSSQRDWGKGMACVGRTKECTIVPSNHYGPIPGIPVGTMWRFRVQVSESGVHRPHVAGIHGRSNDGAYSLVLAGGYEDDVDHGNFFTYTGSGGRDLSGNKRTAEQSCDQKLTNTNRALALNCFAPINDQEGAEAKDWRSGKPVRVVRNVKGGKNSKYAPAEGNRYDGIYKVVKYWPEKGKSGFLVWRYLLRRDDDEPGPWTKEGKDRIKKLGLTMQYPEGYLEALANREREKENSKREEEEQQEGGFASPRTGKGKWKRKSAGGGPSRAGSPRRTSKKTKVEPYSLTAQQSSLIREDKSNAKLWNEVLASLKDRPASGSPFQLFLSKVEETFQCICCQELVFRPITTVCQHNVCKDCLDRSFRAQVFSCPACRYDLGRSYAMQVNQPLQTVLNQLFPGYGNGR
# Starred values were filed as active, the others as inactive; / = no result given. The order is random; about 4.2% have a hit in one of these screens.
SMILES,TDP2 absorb,PG9 binder,LEDGF integ inh,ABHD4 inh,PRMT1 inh,TCR CD3 inh,HTRA1 inh,Tn7 DDE FP,SIAE inh,UHRF1 binding
O=C1CCCCCN1Cc1ccccc1,3.3,-1.1,-2.1,1.8,-0.6,3.7,-0.9,-2.4,6.6,-2.2
CC(C)NC(=O)C1(c2ccccc2)CC1(Cl)Cl (centres undefined),4.0,-1.5,0.2,2.3,0.7,5.2,6.5,5.3,0.2,0.6
COc1ccc(CN(C)CC(=O)Nc2cccc(S(N)(=O)=O)c2)c(OC)c1OC,7.4,-1.2,-8.2,9.9,3.5,-3.3,-6.1,9.5,-2.0,2.7
Cc1nn(Cc2ccc(F)cc2)c(C)c1NC(=O)c1noc2c1CCCCC2,1.5,-1.1,39.5*,-13.0,-3.1,4.2,1.6,7.6,3.4,-0.6
Cn1c(N)c(C(=O)CSc2nnc(C3CC3)n2N)c(=O)n(C)c1=O,-1.2,-2.9,2.1,1.0,-1.1,-3.4,-0.1,-6.0,-2.8,7.6
COc1ccc(OCCC(=O)OCC(=O)NC(=O)NC2CCCCC2)cc1,14.1,0.4,1.3,5.0,-0.3,3.1,27.6,5.0,4.5,-3.3
CN(Cc1ccccc1F)C(=O)COc1ccc(C(=O)c2ccccc2)cc1,-2.0,-1.4,0.4,-2.0,-3.1,-1.9,-7.4,5.5,-0.2,0.0
O=S(=O)(c1ccc(Cl)cc1)N1CCN(CCc2ccncc2)CC1,7.0,-1.3,2.5,-0.7,-4.0,4.0,5.3,4.9,12.9,-2.5
O=S(=O)(NCc1cccnc1)c1ccc2ccccc2c1,-9.1,-0.1,-7.4,5.5,4.5,-0.1,-7.0,4.5,-6.2,-1.5
CCc1ccc(-c2cc(C)no2)cc1S(=O)(=O)N1CCN(c2ccc(C(C)=O)cc2)CC1,-8.0,1.0,-2.4,6.6,-0.4,8.7,-28.9,-6.2,-2.9,-3.9
Cc1ccc(NC(=O)C(=O)NCCCN2CC(C(=O)O)CC2=O)cc1 (centres undefined),0.3,2.0,1.6,10.8,2.4,0.3,-8.1,-5.6,-2.6,0.7
C/C(=N\N=C1\NC(=O)CC(C(=O)O)S1)c1ccc(F)cc1 (centres undefined),-3.2,-3.6,3.2,-2.9,-1.4,2.1,0.5,-5.0,-4.1,-2.5
O=C(CSc1nnc(-c2cnccn2)n1-c1ccccc1)Nc1ccc2c(c1)OCCO2,6.2,/,-1.0,3.2,-4.0,/,/,2.1,8.7,-0.2
CCOc1ccc(NC(=O)OCCN2CCN(CCc3ccccc3)C(C)C2)cc1 (centres undefined),-3.4,1.2,-3.6,4.9,4.2,-3.1,2.0,4.5,-1.4,0.3
Cn1c(=O)cc(SCC(=O)Nc2ccccn2)c2ccccc21,-14.1,0.4,1.1,-0.2,-1.3,-0.6,/,-4.1,-7.1,0.4

# A portion from the list above, for reference:
SMILES,TDP2 absorb,PG9 binder,LEDGF integ inh,ABHD4 inh,PRMT1 inh,TCR CD3 inh,HTRA1 inh,Tn7 DDE FP,SIAE inh,UHRF1 binding
COc1ccc(CN(C)CC(=O)Nc2cccc(S(N)(=O)=O)c2)c(OC)c1OC,7.4,-1.2,-8.2,9.9,3.5,-3.3,-6.1,9.5,-2.0,2.7
Cc1nn(Cc2ccc(F)cc2)c(C)c1NC(=O)c1noc2c1CCCCC2,1.5,-1.1,39.5*,-13.0,-3.1,4.2,1.6,7.6,3.4,-0.6
Cn1c(N)c(C(=O)CSc2nnc(C3CC3)n2N)c(=O)n(C)c1=O,-1.2,-2.9,2.1,1.0,-1.1,-3.4,-0.1,-6.0,-2.8,7.6
COc1ccc(OCCC(=O)OCC(=O)NC(=O)NC2CCCCC2)cc1,14.1,0.4,1.3,5.0,-0.3,3.1,27.6,5.0,4.5,-3.3
CN(Cc1ccccc1F)C(=O)COc1ccc(C(=O)c2ccccc2)cc1,-2.0,-1.4,0.4,-2.0,-3.1,-1.9,-7.4,5.5,-0.2,0.0
O=S(=O)(c1ccc(Cl)cc1)N1CCN(CCc2ccncc2)CC1,7.0,-1.3,2.5,-0.7,-4.0,4.0,5.3,4.9,12.9,-2.5

# (continued)
SMILES,TDP2 absorb,PG9 binder,LEDGF integ inh,ABHD4 inh,PRMT1 inh,TCR CD3 inh,HTRA1 inh,Tn7 DDE FP,SIAE inh,UHRF1 binding
Cc1c(CC(=O)N2CCN(C(=O)C3COc4ccccc4O3)CC2)c(=O)oc2c(C)c(O)ccc12 (centres undefined),-11.1,2.6,2.1,-0.2,1.6,0.9,4.7,-7.8,4.5,0.8
COc1ccc(N2CCN(CC(=O)Nc3ccccc3C(=O)NCc3ccccc3)CC2)cc1,3.0,0.9,5.2,-2.0,-1.8,0.1,-8.7,-3.6,2.9,0.4
FC(F)(F)c1ccc(Cl)c(-n2c(-c3ccco3)n[nH]c2=S)c1,1.8,4.7,1.0,0.2,3.4,-6.4,1.5,3.6,11.1,-1.8
CCCC(=O)c1ccc(N2CCN(C(=O)c3ccccc3)CC2)c(F)c1,2.0,-1.7,5.7,10.7,-0.9,5.5,-7.0,-6.8,10.5,0.8
CC(=C1C(=O)c2ccccc2C1=O)N1CCN(c2ccccn2)CC1,11.0,1.4,0.1,9.2,6.0,0.4,-9.8,-2.3,-5.1,1.8
COc1ccc(-c2nc3c(C)cc(Br)cn3c2Cc2ccccc2)cc1OC,-14.6,-0.4,3.5,-7.5,0.3,-10.1,/,-3.6,4.0,8.0
COc1ccc(Cc2nnc(Nc3ccc(Cl)cc3)[nH]c2=O)cc1,-5.3,-2.2,0.8,-0.8,-0.2,-1.6,-10.3,5.5,-0.8,1.2
COc1ccc(C(=O)CNc2ccc3ccccc3c2)cc1,-7.6,-1.8,-0.4,18.2,8.0,2.1,/,-2.1,7.0,-2.0
Cc1ccc(S(C)(=O)=N/C=C2\C(=O)c3sccc3N(C)S2(=O)=O)cc1 (centres undefined),-9.4,-1.2,-2.0,-8.1,10.3,-1.0,0.2,8.6,-2.6,-0.1
CN(C)S(=O)(=O)c1ccc(C(=O)N2CCN(S(=O)(=O)c3cccs3)CC2)cc1,-2.0,0.5,0.8,-0.4,-0.4,-0.1,-1.3,-3.5,11.4,-2.0
CCOC(=O)CSc1snnc1-c1ccccc1,4.1,-0.2,-1.1,-1.4,-3.0,5.5,0.6,6.2,0.8,0.7
CN(C)C(CNC(=O)c1cc(-c2ccco2)nc2ccccc12)c1ccccc1 (centres undefined),-5.6,0.8,10.8,12.8,4.9,12.0,19.5,-3.0,9.9,3.5
O=C(C1CCCN1S(=O)(=O)c1ccc(Cl)s1)N1CCN(c2ccccc2)CC1 (centres undefined),0.1,/,-4.1,-1.4,-1.1,/,/,-0.8,1.0,-1.0
Nc1nonc1C(=O)NCCNCc1cc(Br)ccc1OCc1ccccc1F,-12.8,-1.6,8.3,-3.8,-5.3,-4.1,-22.6,-10.7,-5.5,-1.4
CC(=O)N(CC(=O)Nc1nn(-c2ccccc2)nc1C(N)=O)Cc1ccccc1,-0.1,-1.6,1.2,2.3,-0.3,2.8,3.2,1.8,5.6,1.1
Cn1c(N)c(C(=O)COC(=O)Cc2ccc(Br)cc2)c(=O)n(C)c1=O,-6.9,-0.1,-0.7,5.3,4.9,0.7,9.4,-4.5,3.7,3.2
COc1ccccc1/C=N/NC(=O)c1sc(C)nc1C,1.2,0.2,-2.9,-7.5,2.0,-1.0,2.9,2.5,-4.6,-0.7
COc1ccc(NC(=O)CCn2c(=S)[nH]c3ccccc3c2=O)cc1OC,11.3,4.2,3.6,9.7,-0.6,2.8,-6.7,2.4,-2.3,1.0
CCOc1nc(N2CCOCC2)nc(C)c1[N+](=O)[O-],-6.3,-0.6,0.7,3.9,0.8,1.5,2.5,1.1,-0.1,0.7
O=S(=O)(c1ccccc1Br)N(Cc1ccccc1)CC(O)COCc1ccccc1 (centres undefined),-0.4,-1.6,0.6,-18.1,-1.3,1.6,-36.2,1.1,-5.4,-2.3
CCN(CC(=O)Nc1c(F)cccc1F)C(=O)c1nc2nccc(C)n2n1,-13.9,-0.6,-7.2,5.3,1.0,-14.2,9.6,-1.2,-1.8,11.6
CC1=C2C(=O)OC(c3ccoc3)C2(C)CCC1 (centres undefined),-14.5,-2.7,-2.6,-11.1,-2.3,4.0,-4.4,5.5,-5.8,-0.7
Cc1ccc(OCCNC(=O)/C=C/c2ccc([N+](=O)[O-])cc2)cc1C,-3.3,-5.3,2.5,3.8,2.2,-4.6,0.2,6.9,5.0,3.7
Cc1ccc2c(c1)C(=O)CCCCC(=O)N2,-9.7,0.8,-4.7,-5.7,11.4,-3.6,-2.4,-4.2,3.3,2.2
CCOC(=O)C1=C(O)C(=O)N(Cc2ccccc2)CC1,13.0,1.8,-0.8,3.0,-2.4,-4.9,11.1,4.7,-4.6,-0.8
Cc1ccnc(SCC(=O)Nc2sccc2C#N)n1,-2.3,-1.5,-0.4,1.7,4.2,-2.1,2.8,0.5,2.5,-0.3
O=C(NCC1CCCO1)C1CCN(C2CCN(C3CCCCCC3)CC2)CC1 (centres undefined),-1.8,1.8,-5.8,3.2,4.7,-4.7,6.4,-5.0,-8.0,0.9
CCOC(=O)C1CCN(C(=O)CCc2ccc(S(=O)(=O)NC(C)C)cc2)CC1,-10.6,-0.8,3.0,-3.3,-7.5,-7.0,-6.8,-5.5,1.9,1.5
CSc1ccc(Cl)c(C(=O)OCC(=O)N2CCNC2=O)c1,4.6,-0.4,-0.3,2.6,3.5,0.5,-0.7,7.9,0.5,0.8
Cc1ncc(CC(=O)n2cc(C(=O)c3cc(F)ccc3O)cn2)s1,10.4,-0.1,-1.5,9.4,-1.8,1.7,-1.7,4.0,0.2,-2.6
COC(=O)C1=C(C)N(Cc2cccc(C(F)(F)F)c2)C(=NCc2ccc3c(c2)OCO3)NC1c1cccc(Cl)c1 (centres undefined),-2.4,1.4,0.7,25.7,2.5,-9.8,/,7.1,-1.9,-0.5
NC(=O)C1CCCN(C(=O)CCC(=O)c2cccs2)C1 (centres undefined),-5.0,-1.2,1.4,-1.0,-0.6,-2.7,-3.1,-4.0,0.9,-1.8
CC(C)(C)c1ccc(S(=O)(=O)N2CCN(C(=O)C3CCC3)CC2)cc1,-0.1,-1.7,-0.3,-5.5,-1.9,-4.5,3.0,-7.7,-4.3,-0.3
CC(=O)Nc1ccc(Oc2cc(N)cc([N+](=O)[O-])c2)cc1,6.0,0.4,-1.2,0.3,2.4,2.0,3.0,-2.2,-7.4,5.5
Cc1cccc(C)c1NC(=O)COC(=O)c1cc[n+]([O-])cc1,-6.2,-0.9,-6.2,-0.5,1.4,-8.5,3.1,6.6,-1.6,2.8
CCN1CCN(c2ccc(NC(=O)Cc3ccccc3)cc2)CC1,8.9,-0.9,-1.7,2.0,-1.2,6.2,11.1,4.8,4.1,2.6
